HGIII-sPLA2 inh – human group III sPLA2 inhibitors, primary screen, biochemical, QFRET, BODIPY PC-A2 liposome substrate | inhibition, % at 12.2 µM | Group 3 secretory phospholipase A2 (Homo sapiens), Q9NZ20 | QFRET BODIPY PC-A2 liposome hydrolysis, fluorescence | 0.56% of 370,000 active;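 active = inhibition above mean plus 3 SD of compounds lying within the high and low control bounds, cut at about 19% in these data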;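 also: 0% = median of test compound wells and 100% = no enzyme DMSO wells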
ASAP1 GAP inh – inhibitors of human ASAP1 ArfGAP activity, primary screen, biochemical, fluorescence polarization. 0.19% of 360,000 active. AID 624377, 2012. ASAP1-stimulated ARF1 GTP hydrolysis, GDP FP detection. inhibition, % at 16.5 µM. Arf-GAP with SH3 domain, ANK repeat and PH domain-containing protein 1 (Homo sapiens), …; in the data active = inhibition above about 25%;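 also: 0% = vehicle with enzyme and substrate and 100% = no enzyme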
Target sequence (Q9ULH1 325-724 limits assumed): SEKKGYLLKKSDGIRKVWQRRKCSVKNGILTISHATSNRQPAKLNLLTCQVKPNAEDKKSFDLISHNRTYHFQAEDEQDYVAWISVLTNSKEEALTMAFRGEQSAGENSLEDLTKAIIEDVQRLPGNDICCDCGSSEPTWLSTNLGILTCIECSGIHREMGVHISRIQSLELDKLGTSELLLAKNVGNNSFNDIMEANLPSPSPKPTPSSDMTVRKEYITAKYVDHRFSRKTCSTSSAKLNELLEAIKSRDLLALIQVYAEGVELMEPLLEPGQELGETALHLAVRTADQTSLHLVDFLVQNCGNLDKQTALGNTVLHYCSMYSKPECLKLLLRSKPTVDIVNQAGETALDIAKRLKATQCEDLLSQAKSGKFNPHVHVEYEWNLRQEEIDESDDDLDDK
PLCb3 inh – human PLC-beta3 inhibitors, primary screen, biochemical, fluorescence. 0.18% of 370,000 active. Purified PLC-beta3, fluorogenic substrate. inhibition, % at 12.2 µM. AID 720704, 2013; in the data active = inhibition above about 11%;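 also: 0% = median of compound wells on plate and 100% = full blocker control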
NR1D1 modulator – modulators of Rev-erb alpha DNA binding, primary screen, biochemical, FITC-DNA, fluorescence polarization, uHTS. 0.79% of 370,000 active. Rev-erbα–FITC-DNA binding, 90 min. activity, % at 10 µM. AID 1259318, 2017;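 active = activity above about 14%, limit read from the data; passing the limit was not always enough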;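 also: 0% = DMSO wells with 35 nM protein and 100% = DMSO wells with 750 nM protein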
Target sequence (P20393 whole entry, looked up): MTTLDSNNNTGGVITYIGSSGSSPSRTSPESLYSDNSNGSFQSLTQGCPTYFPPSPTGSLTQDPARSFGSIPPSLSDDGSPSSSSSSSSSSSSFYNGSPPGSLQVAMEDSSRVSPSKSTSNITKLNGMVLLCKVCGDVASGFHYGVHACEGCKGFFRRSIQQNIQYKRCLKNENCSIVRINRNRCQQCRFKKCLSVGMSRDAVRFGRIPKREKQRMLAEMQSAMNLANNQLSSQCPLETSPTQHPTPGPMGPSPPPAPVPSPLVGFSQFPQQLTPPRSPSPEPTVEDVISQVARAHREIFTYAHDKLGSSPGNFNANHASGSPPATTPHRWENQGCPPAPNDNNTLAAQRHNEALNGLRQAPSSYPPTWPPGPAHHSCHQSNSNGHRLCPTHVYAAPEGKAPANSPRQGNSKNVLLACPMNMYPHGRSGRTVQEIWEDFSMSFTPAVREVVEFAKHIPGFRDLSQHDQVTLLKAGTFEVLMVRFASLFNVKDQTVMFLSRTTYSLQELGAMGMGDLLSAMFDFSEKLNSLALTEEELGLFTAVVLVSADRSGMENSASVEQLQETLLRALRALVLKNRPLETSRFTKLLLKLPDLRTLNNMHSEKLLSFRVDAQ
ARFGAP1 inhibitor – inhibitors of rat ARFGAP1 GAP activity, primary screen, biochemical, fluorescence polarization, GDP tracer | ADP-ribosylation factor GTPase-activating protein 1 (Rattus norvegicus), Q62848 | Arfgap1-stimulated ARF1 GTP hydrolysis, GDP FP detection | inhibition, % at 16.5 µM | 0.26% of 360,000 active | AID 651572, 2012;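 active = inhibition above a per-plate limit, mean inhibition of low control wells plus 3 SD, cut at about 25% in these data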;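 also: 0% = DMSO wells with enzyme and 100% = wells lacking Arfgap1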
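Material: rat Arfgap1 catalytic domain, aa 1-136; also added: human ARF1(Δ1-17)-GTP substrate; compound dosing: one concentration, 16.5 µM, DMSO 1.26%; incubation: GTP hydrolysis reaction 2 h at 25 °C; measured by: Tracer-displacement fluorescence polarization with EDTA stop, 620/688 nm; evaluation: % inhibition from polarization; repeats: one replicate per compound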
PLC-gamma1 inh – PLC-gamma1 enzyme inhibitors, primary screen, biochemical, fluorescence, purified enzyme | fluorogenic substrate | AID 720700, 2013 | inhibition, % at 12.2 µM | 0.84% of 370,000 active; in the data active = inhibition above about 9.5%
DDE Tn7 FP inh – inhibitors of Tn7 peptide binding to fibrin DD(E), primary screen, biochemical, fluorescence polarization, human fibrin, Tn7 probe. Fibrinogen beta chain (Homo sapiens), P02675. FP displacement of FITC-Tn7 peptide from fibrin DD(E); 0% = median of compound wells per plate. inhibition, % at 8.3 µM. 0.13% of 370,000 active. AID 720508, 2013;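 active = inhibition above the mean of compounds falling within the control limits plus 3 SD of them, cut at about 14% in these data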;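 also: 0% = plate median of compound wells and 100% = 10 µM Aha-Tn7 peptide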
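Test system – human fibrin DD(E) · Times – 10 min preincubation, 3 h with tracer, room temperature · Detection – fluorescence polarization of the labelled Tn7 tracer · Measure – percent inhibition normalized to high-control wells · Benchmarks – high control wells with 10 µM unlabelled Aha-Tn7 peptide (full inhibition) · Repeats – singlicate testing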
proKLK7 act – proKLK7 zymogen activators, primary screen, biochemical, fluorescence intensity | activation, % at 7 µM | purified proKLK7, EDANS-DABCYL substrate fluorescence; 100% is mature enzyme control, 0% vehicle | 0.9% of 370,000 active | Kallikrein-7 (Homo sapiens), P49862 | AID 652039, 2013;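 active = activation above the mean of all tested compounds plus 3 SD, computed per campaign excluding outliers beyond control limits, cut at about 13% in these data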
DDE Tn6 FP inh – inhibitors of Tn6 peptide binding to fibrin DD(E), primary screen, biochemical, fluorescence polarization, human fibrin, Tn6 probe; Fibrinogen beta chain (Homo sapiens), P02675; Fibrin DD(E) TRITC-Tn6 fluorescence polarization displacement; inhibition, % at 8.3 µM; 0.21% of 370,000 active; AID 720509, 2013;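 active = inhibition above a per-campaign cutoff: mean of compounds within control limits plus 3 SD, cut at about 15% in these data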;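 also: 0% = median of all compound wells on the plate and 100% = blocking peptide control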
UHRF1 binding – UHRF1 methylated DNA binding inhibitors, primary screen, counter-screen for MBD2 inhibitor project, biochemical, TR-FRET, human UHRF1, single concentration; UHRF1 binding to methylated oligo; inhibition, % at 4.4 µM; 0.75% of 370,000 active; AID 687016, 2013; in the data active = inhibition above about 21%;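 also: UHRF1 SRA domain binding a hemimethylated CpG hairpin DNA probe; 0% = median of test compound wells and 100% = reference inhibitor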
* hit, by the source's call.

SMILES	HGIII-sPLA2 inh	ASAP1 GAP inh	PLCb3 inh	NR1D1 modulator	ARFGAP1 inhibitor	PLC-gamma1 inh	DDE Tn7 FP inh	proKLK7 act	DDE Tn6 FP inh	UHRF1 binding
O=C(CN1C2CCCC1CC(NC(=O)C1CCCCC1)C2)Nc1ccccc1 (stereo not drawn)	-3.3	12.6	-3.2	1.8	6.4	1.7	-9.2	0.5	3.0	-1.2
COc1ccc(OC)c(S(=O)(=O)Nc2ccccc2F)c1	3.5	-3.8	2.5	-4.9	10.4	-1.4	-7.2	-0.5	-0.9	-0.5
O=C(CCCCCNC(=O)N1CCn2c1nc1ccccc12)N[C@@H](C(=O)O)c1ccccc1	6.5	-7.2	2.2	-6.2	3.8	3.0	-1.9	0.6	-10.0	3.9
Cc1cccc(C(=O)C2CCOC(C)(C)C2)c1 (stereo not drawn)	0.7	-1.3	-4.3	6.3	1.9	5.0	0.0	0.1	-5.1	1.9
Cc1nc2c(ncn2-c2ccccc2)c(=O)n1NC(=O)CN1CCCCC1	-6.2	-1.6	-5.8	-5.4	7.4	-2.4	1.1	0.2	-4.7	-2.9
O=C1CCN(c2ccc([N+](=O)[O-])cc2F)CC1	8.1	-6.8	-1.5	-3.9	-13.7	4.5	-3.0	0.4	1.4	0.5
CCCCCNC(=O)C(C)Sc1ccc(Cl)cc1 (stereo not drawn)	-1.1	10.4	2.6	-1.5	-5.3	5.9	-6.4	0.3	-2.4	-1.3
O=C(NC1CCCCC1)c1ccccc1NC(=O)C1CC(=O)N(c2ccc(Cl)cc2)C1 (stereo not drawn)	3.8	-5.7	-3.6	1.9	-12.7	-2.0	4.1	-0.1	-3.3	3.0
O=C(O)c1ccc(COc2ccc3c(c2)CCC3)cc1	-5.0	8.1	-1.3	-6.1	2.0	2.1	-8.6	-0.6	0.4	1.1
COc1cc(S(=O)(=O)N(Cc2ccccc2)CC2CCCO2)ccc1-n1cnnn1 (stereo not drawn)	-6.9	-9.6	-7.3	0.9	-3.9	-0.6	6.6	0.0	4.4	-1.1
Cc1cccc(Nc2c([N+](=O)[O-])c(=O)n(C)c3ccccc23)c1	19.0	-8.7	-12.2	-3.1	-6.6	-3.5	4.1	-0.3	-7.8	7.0
CN1CCN(C(=O)c2ccc(CSc3nc4ccncc4n3Cc3ccc(F)cc3)cc2)CC1	-0.3	1.9	1.1	6.6	-1.8	0.8	2.0	0.4	0.0	-2.1
CC(C)CN(C(=O)c1ccc(C(F)(F)F)cc1)c1c(N)n(CC(C)C)c(=O)[nH]c1=O	1.8	3.1	-3.7	-0.6	0.6	6.9	-1.9	-0.3	3.4	-1.6
CCc1ccc(CNC(=O)C2CCN(S(=O)(=O)N3CCC4(CC3)OCCO4)CC2)cc1	1.9	6.0	0.5	3.7	7.1	2.7	-4.4	-0.2	-2.1	0.0
Cc1ccccc1NC(=S)NCCc1ccc(S(N)(=O)=O)cc1	-0.7	-2.7	-2.5	0.9	-2.2	0.1	6.7	0.2	6.7	0.1
CCN(CC(=O)Nc1ccccc1C(F)(F)F)C(=O)COc1cccc2c1OC(C)(C)C2	10.9	6.9	-8.6	-0.3	-6.0	-0.3	5.6	-0.6	6.5	2.8
COc1cc(CCC(=O)Oc2ccc(C(C)=O)cc2)cc(OC)c1OC	4.5	-3.0	2.4	-4.7	7.9	3.9	6.0	0.4	8.7	-0.5
O=C(CN1C(=O)COc2ccc(S(=O)(=O)N3CCOCC3)cc21)Nc1cccc(Cl)c1	-5.6	7.4	-0.2	2.6	18.7	2.3	-2.6	0.5	2.7	0.0
O=C(Cc1ccc(Cl)cc1)NCC(=O)N1CCN(Cc2ccccc2)CC1	5.9	7.5	-4.0	0.5	6.1	4.9	-5.4	0.0	3.1	1.7
COc1ccc(-c2cc(-c3ccccc3)nc(SC(C)C(=O)O)c2C#N)cc1 (stereo not drawn)	-23.2	1.4	-24.0	-1.5	-11.9	-12.4	2.2	0.7	4.4	-3.0
CCCn1c2ccccc2c2nnc(SCc3[nH]c(=O)[nH]c3C(=O)CCCCC(=O)OCC)nc21	-12.5	-7.0	-4.0	0.1	3.3	-2.1	-2.0	-0.9	-0.5	-3.7
COc1ccc(CN(Cc2cccnc2)C(=S)NCCc2ccccc2)cc1OC	-8.9	-7.4	2.9	6.2	6.8	1.0	6.3	-0.7	4.4	-0.2
O=C(Nc1ccc(C(=O)N2CCCCC2)cc1)C1CC1	13.2	-7.3	-0.1	-4.4	15.4	1.6	-3.3	0.1	5.9	-0.1
COc1cc(/C=C/C(=O)OCC(=O)c2c[nH]c3ccccc23)ccc1OC(F)F	-23.6	-4.0	-6.5	6.7	-5.3	-5.9	3.3	0.2	-4.2	-0.9
CC(C)(C)S(=O)N1Cc2cc(=O)n(Cc3ccccc3)cc2[C@@H]1CCO (stereo partly drawn)	4.8	8.6	-36.3	5.2	4.1	-21.6	-1.7	-0.1	-5.0	-6.0
Cc1ccc(Cn2c(SCc3cccnc3)nc3c2c(=O)n(C)c(=O)n3C)cc1	-3.5	2.3	-2.8	1.5	-4.3	-1.0	-3.1	0.7	-7.8	2.2
Cc1ccc(NC(=O)Nc2ccc(F)cc2)nc1	0.4	4.0	3.6	-2.7	-12.6	-0.8	-4.0	0.0	1.3	-1.7
Cc1cc(C)c(CN2CCC(n3nccc3NC(=O)C3CCCC3)CC2)cc1C	-3.9	8.2	-10.1	-3.3	3.3	1.9	-3.4	-0.4	-5.4	0.2
Cc1c(Cl)cnc(NC(=O)CSc2n[nH]c(N)n2)c1Cl	-3.3	-3.3	-10.7	-2.5	-10.4	-3.4	3.9	0.2	3.5	0.0
CCOC(=O)C1(C)CCN1C(=O)c1cccc(C#N)c1 (stereo not drawn)	-0.6	-4.1	0.8	3.2	9.8	-1.0	-6.6	0.0	0.3	-0.7
O=C(NCCOc1ccc(F)cc1)C1CCC(=O)N(CCCN2CCOCC2)C1 (stereo not drawn)	3.9	-3.5	5.5	-9.5	2.5	4.1	10.3	0.2	6.3	-1.4
Cc1ccc(-n2cc3ccc([N+](=O)[O-])cc3n2)cc1	4.0	7.6	4.3	2.8	14.9	1.7	-2.3	-5.0	0.5	1.7
Nc1cc(-c2ccc(OC(F)(F)F)cc2)nn1-c1ccc(Cl)c(Cl)c1	9.3	6.8	-12.7	2.0	22.7	-1.0	5.4	0.7	-0.5	1.9
Cc1cc(NC(=O)CSc2nnc(C)n2-c2ccccc2)no1	3.5	5.6	-6.6	-7.7	-2.2	-0.9	-1.0	-0.1	-0.9	0.1
COc1ccccc1NC(=S)N1CC(C)OC(C)C1 (stereo not drawn)	-2.8	-7.2	1.1	-2.2	-4.9	0.9	0.5	0.7	-5.6	-4.7
CCc1nnc(NC(=O)CSc2nc(SC)ns2)s1	-3.0	4.0	-4.6	3.3	5.3	-0.3	-6.2	0.6	6.7	-3.2
Cc1noc(C)c1C(=O)OC(C)C(=O)Nc1ccc(S(=O)(=O)NC(C)C)cc1 (stereo not drawn)	-11.1	0.7	0.3	4.3	-3.8	-1.1	2.7	-0.1	2.5	-0.3
CC(C)C(=O)NC(NC(=O)C(C)C)c1ccc([N+](=O)[O-])cc1	16.3	6.0	0.7	-2.2	-9.5	-0.8	4.3	-0.1	-1.4	6.0
CCN1C(=O)c2ccc(C(=O)Nc3ncc(C)s3)cc2C1=O	-2.8	-1.3	-5.3	-5.2	-3.8	0.6	0.4	0.3	-0.4	-0.3
Cc1nn(C)c(C(=O)NNC(=S)Nc2ccc(F)cc2)c1[N+](=O)[O-]	-4.6	0.6	2.7	0.8	-2.5	-0.8	0.1	0.6	-1.8	-4.9
NNC(=O)c1csc(-c2cccc(C(F)(F)F)c2)n1	-0.5	-15.1	-8.8	-5.5	13.4	-4.7	-4.4	3.4	-1.7	-3.3
O=C(c1ccc(S(=O)(=O)NCc2ccco2)cc1)N1CCN(Cc2ccccc2)CC1	-14.2	5.9	-9.2	-0.6	6.6	3.0	-2.6	1.1	6.4	8.1
COc1cnn(-c2ccc(C)cc2)c(=O)c1SCc1ccccc1	-6.4	-1.6	0.8	-2.1	-4.3	0.3	-4.2	0.1	0.3	0.4
CCCNC(=O)/C(C#N)=C1\N=C(NC(=O)c2ccco2)c2ccccc21	2.3	-4.9	-12.7	3.0	-0.9	-1.8	-8.3	0.3	-2.5	-4.7
O=[N+]([O-])c1cc2ccccc2c(O)c1O	-23.2	-6.2	-15.9	-0.9	-0.1	3.9	1.9	0.4	-4.2	-4.8
COc1cc(SC)ccc1C(=O)OCC(=O)NCC(C)C	2.8	7.8	4.8	-3.9	-8.5	0.0	1.5	0.4	-1.8	0.9
Cn1c(-c2ccc(F)cc2)cnc1NCc1ccc(F)cc1F	-23.5	6.0	-4.0	4.0	1.4	1.3	-4.9	-0.4	-1.4	-2.8
COc1ccc(Br)cc1C(=O)CCC(=O)OCC(=O)Nc1cc(C(N)=O)cc(C(N)=O)c1	-11.1	-2.6	-7.3	-4.1	-10.7	-0.5	-3.8	-0.2	-3.3	-2.2
COc1ccc(CCN2C(=O)CC(C(N)=O)SC2=Nc2ccccc2)cc1OC (stereo not drawn)	-4.6	16.7	2.8	-4.4	12.9	-11.7	-3.2	0.7	2.4	-3.2

Three compounds drawn at random from the list so far, as already listed:
SMILES	HGIII-sPLA2 inh	ASAP1 GAP inh	PLCb3 inh	NR1D1 modulator	ARFGAP1 inhibitor	PLC-gamma1 inh	DDE Tn7 FP inh	proKLK7 act	DDE Tn6 FP inh	UHRF1 binding
Cc1noc(C)c1C(=O)OC(C)C(=O)Nc1ccc(S(=O)(=O)NC(C)C)cc1 (stereo not drawn)	-11.1	0.7	0.3	4.3	-3.8	-1.1	2.7	-0.1	2.5	-0.3
Cc1cccc(Nc2c([N+](=O)[O-])c(=O)n(C)c3ccccc23)c1	19.0	-8.7	-12.2	-3.1	-6.6	-3.5	4.1	-0.3	-7.8	7.0
O=C(Nc1ccc(C(=O)N2CCCCC2)cc1)C1CC1	13.2	-7.3	-0.1	-4.4	15.4	1.6	-3.3	0.1	5.9	-0.1

No enrichment for hits, and some 4.5% of all compounds hit somewhere here.
